Screens: PubChem, The Scripps Research Institute Molecular Screening Center
GPR151 ag – activators of human GPR151; 650,000 compounds, 1% hits; activation, % at 11.2 µM; Q8TDV0; PathHunter beta-arrestin GPR151 cells, luminescence; in the data active = activation above about 4.9%;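 note: 0% = median of compound wells and 100% = cells with positive control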
Target sequence (Q8TDV0 whole entry, looked up): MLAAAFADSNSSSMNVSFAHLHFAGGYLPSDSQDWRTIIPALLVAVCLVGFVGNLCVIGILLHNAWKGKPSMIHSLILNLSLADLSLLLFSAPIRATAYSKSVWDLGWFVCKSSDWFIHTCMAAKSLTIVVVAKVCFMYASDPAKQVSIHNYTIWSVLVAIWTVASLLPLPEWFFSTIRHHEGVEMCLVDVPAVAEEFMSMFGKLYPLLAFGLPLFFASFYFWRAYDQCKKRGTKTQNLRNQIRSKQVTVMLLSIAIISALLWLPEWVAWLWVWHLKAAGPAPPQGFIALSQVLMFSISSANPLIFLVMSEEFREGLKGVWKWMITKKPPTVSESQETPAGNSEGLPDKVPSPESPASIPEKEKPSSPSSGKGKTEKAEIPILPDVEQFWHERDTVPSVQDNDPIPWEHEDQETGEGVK
TEAD-YAP block – TEAD-YAP interaction inhibition; HEK-TIYL cells, TEAD-Gal4/YAP UAS-luciferase luminescence; inhibition, % at 9.12 µM; 640,000 compounds, 1.4% hits; AID 1259422; in the data active = inhibition above about 32%;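 note: 0% = median of test compound wells and 100% = reference inhibitor wells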
MITF inh – human MITF inhibition, primary screen. O75030. AlphaScreen MITF homodimerization, bead proximity signal. inhibition, % at 2.6 µM. 650,000 compounds, 0.91% hits. AID 1259374; in the data active = inhibition above about 50%;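 note: 0% = vehicle wells with protein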
Target sequence (O75030 whole entry, looked up): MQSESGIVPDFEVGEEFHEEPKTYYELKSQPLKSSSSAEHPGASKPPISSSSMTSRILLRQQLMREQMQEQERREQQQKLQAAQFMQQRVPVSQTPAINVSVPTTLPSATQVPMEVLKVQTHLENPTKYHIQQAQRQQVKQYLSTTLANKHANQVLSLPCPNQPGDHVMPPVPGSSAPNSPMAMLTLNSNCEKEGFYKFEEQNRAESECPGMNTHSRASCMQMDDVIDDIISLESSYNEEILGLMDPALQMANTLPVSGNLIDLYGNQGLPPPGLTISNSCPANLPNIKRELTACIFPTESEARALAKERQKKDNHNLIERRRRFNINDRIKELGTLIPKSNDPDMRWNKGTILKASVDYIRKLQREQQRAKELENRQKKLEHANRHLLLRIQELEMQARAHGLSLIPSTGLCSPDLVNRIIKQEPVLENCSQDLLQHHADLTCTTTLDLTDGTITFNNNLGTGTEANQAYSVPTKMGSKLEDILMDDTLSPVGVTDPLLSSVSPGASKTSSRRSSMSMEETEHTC
FBW7 act – human FBW7 E3 ligase activation, primary screen | Q969H0 | AlphaScreen FBW7–phospho-cyclin E peptide binding, activator screen | normalized activity (activation), % at 26.1 µM | 650,000 compounds, 0.13% hits; in the data active = normalized activity above about 1.9%;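 note: purified mutant Fbw7 with reduced substrate affinity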
An asterisk follows results filed as active. This is a random part of the collection; overall some 3.4% were active at least once.

SMILES | GPR151 ag | TEAD-YAP block | MITF inh | FBW7 act
Cc1sc2ncn(CC(=O)Nc3ccc(Oc4ccc(Cl)cc4)cc3)c(=O)c2c1C | 2.8 | 10 | -2 | -0.1
CCSc1nnc(NC(=O)c2ccccc2OC)s1 | 0.2 | -76 | -5 | 0.1
CCCC/C=C\c1cnc2c(N3CCOCC3)nccn12 | -0.7 | -1 | -12 | 0.0
CC(C)=N/N=C1/NC(=O)C(CC(=O)Nc2ccccc2Br)S1 (stereo not given) | 1.1 | 7 | -4 | 0.1
CC(C)N(C(=O)CSc1nnnn1Cc1ccccc1)C(C)C | 0.5 | -5 | -2 | -0.1
C=CCOc1ccc(/C=N/NC(=O)CN2CCCCC2)cc1OC | -0.1 | -1 | 12 | 0.1
CCSc1ccccc1C(=O)Nc1nc2c(Br)cccc2s1 | 2.7 | 2 | -5 | 1.0
Cc1ccc(NC(=S)N(CCN(C)C)Cc2cccs2)c(C)c1 | -0.8 | 0 | 5 | 0.0
Cc1ccc2[nH]c(-c3ccccc3)cc2c1 | -0.1 | -51 | -22 | 0.1
CCOC(=O)C1=C(C)N=C2SCCC(=O)N2C1c1ccc(OC(C)=O)c(OC)c1 (stereo not given) | -0.2 | 0 | -12 | 0.0
Cc1cc(OCC(=O)O/N=C(\N)c2ccc([N+](=O)[O-])cc2)ccc1Br | -1.3 | 3 | 18 | 0.8
COc1cc(C=O)ccc1OCCCOc1ccccc1Br | 0.0 | -30 | 12 | 0.0
N/C(=C\C(=O)c1ccccc1O)C(F)F | 2.1 | -9 | -9 | 0.2
O=C(Cc1ccccc1)N1CCC(c2nc3c(nnn3Cc3ccsc3)c(=O)[nH]2)CC1 | -1.8 | -10 | 4 | -0.1
CCOC(=O)N1CCc2c(sc3c2C(=O)NC(c2ccc(O)cc2)N3)C1 (stereo not given) | -0.6 | 0 | -2 | 0.0
CCOCC(=O)Nc1ccc(-c2cn3c(C)csc3n2)cc1 | 0.4 | 51* | -6 | 0.0
COc1cccc2cc(C(=O)NCCCN(C)C)c(=O)oc12 | -1.3 | -1 | 7 | 0.2
O=C(c1ccc(-n2cccc2)cc1O)N1C2CCC1CC(O)(c1ccncc1)C2 (stereo not given) | -0.3 | 2 | 24 | 0.4
CCN(CC)C(=O)CSc1nnc(-c2ccc(OC)cc2)o1 | 0.6 | -14 | -10 | -0.1
CCNC(=S)NCc1ccc(OC)cc1 | -1.8 | -1 | 3 | 0.0
CCCc1cc(N2CCC(C(N)=O)CC2)nc(-c2ccccc2)n1 | -0.7 | 9 | 12 | -0.1
O=C(NCc1ccco1)c1ccc2c(=O)n(-c3ccc(F)cc3)c(=S)[nH]c2c1 | 1.2 | 2 | -6 | -0.1
O=C1CC(c2ccccc2)=NN(c2ncnc3ccccc23)C1=O | 0.6 | -4 | -7 | 0.0
O=S(=O)(Nc1n[nH]c(C(F)(F)F)n1)c1cc(Cl)ccc1Cl | -1.4 | 5 | -14 | 0.2
O=C(Nc1cccc(F)c1)NC1(C(=O)N2CCc3ccccc32)CCCCC1 | -0.6 | -12 | -9 | -0.4
O=C(O)CSc1ncnc2c1sc1nc3ccccc3cc12 | -0.4 | -11 | 6 | -0.1
CCN1CCN(C2CC(=O)N(c3ccc(OC(F)(F)Cl)cc3)C2=O)CC1 (stereo not given) | 2.0 | -18 | -8 | 0.1
COc1ccc(CN2CCN(C3CCCC3)C(CCO)C2)c(O)c1 (stereo not given) | 0.4 | -1 | -9 | 0.0
COc1ccc(CCC(=O)Nc2sc3c(c2C(N)=O)CCCCC3)cc1 | 0.6 | 3 | -13 | 0.0
COc1ccc(-c2cn3c(C)c(C(=O)Nc4ccc(C(N)=O)cc4)sc3n2)cc1 | -0.7 | 5 | 10 | 0.0
O=C(O)c1ccc(N2C(=O)c3ccc([N+](=O)[O-])cc3C2=O)cc1 | 0.5 | 2 | 0 | 0.0
COc1ccc(CNC(=O)CCCn2c(=S)[nH]c3ccc(Br)cc3c2=O)cc1 | 2.0 | 8 | 11 | 0.2
C/C(=C\c1ccccc1)C(=O)NCCCn1ccnc1 | -0.5 | -7 | -12 | -0.3
CCN(CC)CCN1C2=C(C(=O)CC(C)(C)C2)C(c2ccc(C)cc2)C2=C1CC(C)(C)CC2=O | 1.5 | 1 | -4 | 0.0
COc1ccccc1C(=O)NNC(=O)c1ccccc1O | -1.4 | -21 | 7 | -0.4
CCOC(=O)c1cnc2cc(C(F)(F)F)ccc2c1Nc1ccccc1F | -0.8 | -11 | 4 | -0.1
CC(=O)Oc1ccc(/C=C2N=C(/C=C/c3ccc(C)cc3)OC\2=O)cc1 | -0.2 | -4 | -1 | -0.2
CC(C)N1CCC(=NNC(=O)COc2ccc(C#N)cc2)CC1 | -0.7 | -3 | 10 | 0.5
CCN1CCC2(CCN(C(=O)c3cc(COc4ccccc4OC)on3)C2)C1 (stereo not given) | -2.3 | -1 | -5 | 0.2
COc1ccc(OC)c(/C=C2/C(=O)NC(=O)N(c3ccc(Cl)cc3)C2=O)c1 | 1.1 | -11 | 3 | 0.0
COc1ccc(-c2nnc(Nc3c(C)n(C)n(-c4ccccc4)c3=O)c3ccccc23)cc1 | 0.4 | 0 | 4 | -0.2
CCN(CCCNC(=O)CN1N=C(c2ccc(C)cc2)CCC1=O)c1ccccc1 | -0.4 | -6 | 10 | -0.1
CN1C(=S)SC(c2ccccc2)N(C)C1c1ccccc1 (stereo not given) | -1.1 | 8 | 12 | 0.3
COc1ccc(C2=NN3C(C2)c2ccccc2OC3C(C)C)cc1 (stereo not given) | -0.6 | -52 | -5 | -0.1
N/C(=N\OC(=O)c1cc([N+](=O)[O-])cc([N+](=O)[O-])c1)c1ccccc1 | -0.9 | -4 | 15 | 0.0
COc1cc(/C=C2/C(=O)NN(c3ccc(F)c(Cl)c3)C2=O)cc(Br)c1O | -0.5 | 0 | 13 | 0.4
CN1CCN(S(=O)(=O)c2ccc(C(=O)Nc3ccccc3Cl)o2)CC1 | -0.3 | -19 | -4 | -0.2
COC(=O)C1=C(N)OC2=C(C(=O)CCC2)C1c1ccc(C)cc1 (stereo not given) | -1.0 | 4 | 7 | 0.0
Nc1cccc(-c2cnc3ccc(NCc4cccs4)nn23)c1 | 2.5 | 26 | 3 | -0.1
CCCOc1ccc(C2NC(=O)NC(C)=C2C(=O)OC(C(F)(F)F)C(F)(F)F)cc1 (stereo not given) | 1.2 | 7 | 17 | 2.1*
O=C(Nc1ccc(F)cc1F)c1ncoc1-c1cccc(Cl)c1 | 1.0 | 0 | 3 | -0.1
CCC(CC)CN1CCC2(CC1)C(C(=O)OC)CC(=O)N2CC (stereo not given) | 0.9 | 11 | 2 | -0.1
COc1ccc(C2C3=C(CCCC3=O)Nc3nc(-c4cc(OC)c(OC)c(OC)c4)nn32)cc1 (stereo not given) | 1.1 | -2 | -2 | 0.0
CCc1cn[nH]c1C1CCN(C(=O)Cc2ccc(SC)cc2)CC1 | 0.1 | -8 | 11 | 0.0
CN(CCc1ccccn1)c1nc(-c2ccccc2F)nc2ccccc12 | 3.2 | 18 | 15 | 0.1
CC(=O)Nc1c(O)nc(SCc2ccc(Br)cc2)[nH]c1=O | 0.5 | 4 | -4 | 0.1
COCCOC(=O)c1c(C)n(C)c2ccc(OC(C)C(=O)OC)cc12 (stereo not given) | -0.3 | -4 | 6 | -0.2
O=[N+]([O-])c1cc(-c2nnc(-c3ccccc3)o2)ccc1NCC1CCCO1 (stereo not given) | -0.3 | -10 | -1 | 0.0
COc1ccc(CCNC(=O)CCCn2c(SCC(=O)c3ccccc3)nc3ccccc3c2=O)cc1OC | 0.5 | 8 | 9 | 0.4
CC(=O)c1c(C)[nH]c(C(=O)OCC(=O)Nc2ccc3c(c2)OCO3)c1C | 2.3 | 17 | 5 | 0.0

(more compounds)
SMILES | GPR151 ag | TEAD-YAP block | MITF inh | FBW7 act
O=C(NC(=S)Nc1cccc(NC(=O)c2ccccc2Cl)c1)c1ccco1 | -1.1 | -5 | 4 | 0.2
Cc1c(O)ccc2c(=O)c(-c3nncn3-c3ccccc3)coc12 | 1.0 | 8 | 18 | 0.0
CCCC(=O)NC(=S)Nc1cccc(OC)c1 | -0.5 | -40 | 27 | 0.8
OCCC1CN(Cc2nc3c(s2)CCCC3)CCN1Cc1cccs1 (stereo not given) | 2.0 | -6 | 4 | -0.1
CCN(CC)c1nc(Nc2ccc(N3CCOCC3)cc2)nc(N2CCN(c3ccccn3)CC2)n1 | -0.3 | 1 | 26 | 0.2
CC(=O)CN1C2=NCCN2c2ccccc21 | -0.1 | -3 | 11 | -0.2
CC(C)n1cnc2c(NCCOc3ccccc3)nc(N3CCN(Cc4ccc5c(c4)OCO5)CC3)nc21 | 2.3 | 10 | 3 | 0.0
CCOc1ccccc1OCC(=O)NCC(C)C | -0.6 | 3 | 2 | 0.3
CCOc1ccc(NC(=O)CN2C(=O)NC(Cc3c[nH]c4ccccc34)C2=O)cc1 (stereo not given) | 1.8 | 5 | 1 | 0.2
Cc1cc(C(=O)NNC(=O)NC23CC4CC(CC(C4)C2)C3)ccc1[N+](=O)[O-] | -1.4 | 11 | -10 | 0.1
O=P(COCC1CCCO1)(c1ccccc1)c1ccccc1 (stereo not given) | 0.3 | 0 | -11 | 0.7
COc1ccc(C(=O)N(CCO)Cc2cc3cc4c(cc3[nH]c2=O)OCCO4)cc1 | 0.0 | 1 | 7 | -0.1
Cc1ccc(O)c(-c2cc(-c3ccccc3Cl)[nH]n2)c1 | 0.1 | -58 | -10 | 0.1
OCCNCCOc1ccc2ccccc2c1Br | -1.2 | -12 | 29 | 0.4
CC(=O)Nc1cccc(NC(=S)NC(NC(C)=O)C(Cl)(Cl)Cl)c1 (stereo not given) | -1.4 | -3 | -6 | 0.1
COc1ccc(/C=C/C(=O)Nc2ccccc2)cc1Br | 1.4 | -84 | -5 | 0.0
CN(C)CCCNc1ccc(-c2cccc(Cl)c2)cn1 | -0.7 | 0 | 5 | -0.5
COc1ccc(-n2nc3c(c2NC(=O)c2ccccc2C)CS(=O)(=O)C3)cc1 | 0.1 | 9 | 6 | 0.1
CC(C)C(O)c1ccc2c(c1)CN(C(=O)CSc1ncccn1)CCO2 (stereo not given) | 0.6 | -11 | -2 | -0.1
Cc1noc(C)c1COc1ccc(C(=O)OCC(N)=O)cc1 | 0.0 | -4 | 0 | -0.1
O=C(CCSc1ccccc1)Nc1ncc(S(=O)(=O)c2ccc([N+](=O)[O-])cc2)s1 | -0.2 | 6 | 1 | 0.1
COCCn1c(=O)c2c(nc3n(Cc4ccc(OC)cc4)c(C)c(C)n23)n(C)c1=O | 2.0 | -12 | -4 | -0.2
O=C1c2cccc3cccc(c23)C(=O)N1CCN1CCCCC1 | -0.1 | 68* | 7 | 0.0
CC(C)CCNC(=O)c1ccc(CS(=O)(=O)Cc2ccccc2F)o1 | 0.6 | 0 | -3 | -0.2
CCC(C)NC(=O)CN1C(=O)C2C3C=CC(C3)C2C1=O (stereo not given) | -1.9 | 4 | 3 | 0.7
Cc1ccc(S(=O)(=O)N(CC(=O)NCC2CCCO2)c2ccccc2Cl)cc1 (stereo not given) | 1.4 | 5 | -19 | -0.1
O=C(c1cccc(Oc2ccc([N+](=O)[O-])cc2Cl)c1)N1CCOCC1 | 1.7 | 2 | 8 | 0.1
O=C(Nc1ccc(F)c(F)c1)c1cc(S(=O)(=O)N(CCc2ccccc2)Cc2ccccc2)ccc1F | 0.9 | -11 | 5 | 0.0
O=C(NCc1ccc(Cl)cc1)NCC1CC(=O)N(c2ccc3c(c2)OCO3)C1 (stereo not given) | -1.0 | 11 | -7 | 0.0
O=c1[nH]c(=O)n(CCO)c2nonc12 | 1.0 | -4 | -3 | -0.1
Cc1ccc(NC(=O)C(=O)N/N=C/c2cccc3ccccc23)c(C)c1 | -0.2 | 8 | 1 | -0.3
O=C1C2ON(c3ccccc3)C(c3cc(Br)ccc3O)C2C(=O)N1c1ccccc1Cl (stereo not given) | 1.0 | 6 | 8 | 0.2
N/C(=N\N=C\c1c(Cl)cccc1Cl)c1nonc1N | -3.7 | -58 | 8 | 0.0
